# Screens deposited in PubChem BioAssay by National Center for Advancing Translational Sciences (NCATS).
# Mito fusion yeast = inhibitors of mitochondrial division or activators of mitochondrial fusion. S. cerevisiae fusion-defective mutant growth rescue, CellTiterGlo 48 h. Potency, µM (doses to about 46.1 µM), inactives show top-dose growth rescue (activation), actives largely listed as activators. actives 0.23% (n = 320,000);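 further: potency means the concentration at half of the fitted maximal effect; % of control where 0% means no effect; nearly all actives have a fitted effect of over 45% in size; temperature-sensitive fusion mutants such as fzo1-1 at 37 °C on non-fermentable ethanol glycerol medium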
#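 Compounds are tested for their ability to restore growth of mitochondrial fusion-defective yeast strains at non-permissive 37C in YPEG medium over 48 hours. Viability is quantified by luciferase luminescence.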
# USP2a inh = USP2a (human) protease inhibition | USP2 core, Ub-CHOP2 coupled fluorogenic reporter, 485/531 | Potency, µM (doses to about 38.3 µM), for the others: at the highest dose activity change, negative = inhibition, actives largely listed as inhibitors | actives 0.01% (n = 330,000);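 further: potency means the concentration at half of the fitted maximal effect; plate controls were DMSO wells for no effect and full inhibition by NEM control for full effect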
#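 Deubiquitinase activity read as fluorescence (485/531 nm) after Ub-CHOP2 cleavage activates the enterokinase reporter on its substrate; USP2 core 10nM, Ub-CHOP2 and substrate 25nM each, 30min compound preincubation then 60min RT; data normalized to NEM, curves fitted.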
# PKM2 act = PKM2 (human) enzyme activation. P14618. purified PKM2, Kinase-Glo ATP luminescence, activation; response scale: 0% is enzyme alone, no compound. Potency, µM (highest dose often 57.5 µM), for the others: top-dose activation, most hits filed as activators. actives 0.34% (n = 260,000). AID 1631; further: potency means the concentration at half of the fitted maximal effect; on the % scale 0 is the no-effect control and ±100 the full control effect; nearly all actives have a fitted effect of over 55% in size
#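 ATP formation by purified human PK-M2, quantified via coupled luciferase luminescence after 1 h at room temperature with 0.1 mM ADP and 0.5 mM PEP final.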
# KCNH2 WT inh = KCNH2 (human, wildtype) channel inhibition | Q12809 | U2OS, BacMam KCNH2, thallium flux FluxOr; active compounds read low | activity change, % at 1.84 µM | actives 0.37% (n = 340,000) | AID 720551;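 active means maximum activity change below -70%; inconclusive means maximum activity change between -70% and -50%; inactive means maximum activity change above -50%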; further: on the % scale 0 is the no-effect control and ±100 the full control effect
# Target sequence (Q12809 whole entry, looked up): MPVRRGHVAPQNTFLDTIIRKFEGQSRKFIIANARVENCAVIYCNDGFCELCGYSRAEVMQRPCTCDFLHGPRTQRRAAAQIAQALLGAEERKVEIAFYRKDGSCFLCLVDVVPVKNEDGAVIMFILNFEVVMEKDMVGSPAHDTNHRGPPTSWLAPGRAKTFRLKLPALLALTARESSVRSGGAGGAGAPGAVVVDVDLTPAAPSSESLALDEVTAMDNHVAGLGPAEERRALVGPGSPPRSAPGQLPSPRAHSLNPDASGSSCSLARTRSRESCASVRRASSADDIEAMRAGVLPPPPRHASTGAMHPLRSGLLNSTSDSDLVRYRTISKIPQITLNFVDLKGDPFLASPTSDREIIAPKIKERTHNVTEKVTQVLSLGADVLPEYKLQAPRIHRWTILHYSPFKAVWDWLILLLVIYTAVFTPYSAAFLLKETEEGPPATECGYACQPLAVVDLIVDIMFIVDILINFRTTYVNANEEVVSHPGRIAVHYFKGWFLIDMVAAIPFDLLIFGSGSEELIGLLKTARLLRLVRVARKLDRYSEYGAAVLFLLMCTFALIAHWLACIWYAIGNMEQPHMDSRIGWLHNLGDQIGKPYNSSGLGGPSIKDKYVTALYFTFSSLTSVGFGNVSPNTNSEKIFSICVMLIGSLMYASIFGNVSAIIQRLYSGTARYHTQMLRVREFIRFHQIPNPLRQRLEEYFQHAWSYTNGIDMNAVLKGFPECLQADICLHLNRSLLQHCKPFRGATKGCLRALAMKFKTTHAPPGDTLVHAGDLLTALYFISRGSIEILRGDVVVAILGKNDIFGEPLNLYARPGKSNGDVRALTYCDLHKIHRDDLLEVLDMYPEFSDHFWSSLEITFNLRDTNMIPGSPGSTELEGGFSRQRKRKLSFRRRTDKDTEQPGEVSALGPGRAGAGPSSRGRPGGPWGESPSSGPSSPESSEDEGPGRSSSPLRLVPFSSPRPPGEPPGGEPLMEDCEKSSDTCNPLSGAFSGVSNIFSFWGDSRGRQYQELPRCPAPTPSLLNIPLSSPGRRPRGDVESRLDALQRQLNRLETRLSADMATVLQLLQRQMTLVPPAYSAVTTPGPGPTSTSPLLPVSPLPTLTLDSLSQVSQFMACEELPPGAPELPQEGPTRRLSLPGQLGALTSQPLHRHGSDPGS
#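 U2OS cells transduced with wild-type KCNH2 virus are loaded with FluxOr dye for 45 min, and thallium flux is measured in kinetic reads before and after stimulation buffer. Rate constants are normalized to DMSO controls.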
# Chronic BCR inh = blocks chronic active B-cell receptor signaling; ABC-DLBCL IkBa-CBG/CBR reporter, luminescence ratio, 4 h; actives 0.05% (n = 340,000); Potency, µM (highest dose often 46.1 µM), inactives show top-dose ratio change, negative = lower green/red ratio, actives largely listed as inhibitors; AID 493014; active means well fitted inhibition curve with a large enough effect in the signal ratio, with a control signal flat, not every such curve was filed as active; inconclusive means small, poorly fitted or top-dose-only effect, or effect the other way, or a change in a side signal; the % refers to the signal ratio;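 further: potency means the concentration at half of the fitted maximal effect; plate controls were basal doxycycline-induced cells for no effect and cells given 10 µM MG132 for full effect; MG132 reads +100%, hits lower the ratio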
#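 Compounds up to 46 uM were incubated four hours with TMD8 cells whose green CBG68 luciferase is fused to IkappaBalpha; red CBR luminescence normalised the signal, and concentration-effect curves were fitted to fusion, red and ratio data.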
# S-ASM inh = blocks human secretory acid sphingomyelinase; P17405; placental ASM, HMU-PC fluorogenic substrate, 60 min; Potency, µM (highest dose often 57.5 µM), for inactives: at the top dose activity change, negative = inhibition, usual class: inhibitors; actives 0.006% (n = 340,000); AID 504937; further: potency means the concentration at half of the fitted maximal effect
#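 HMU-PC0 cleavage (9 uM final) by human placental ASM, 60 min at 37 °C following 10 min compound exposure at RT; stopped at pH 10, fluorescence Ex 386/Em 447 nm.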
# Menin-MLL TR inh = menin-MLL binding inhibition, Texas Red mutant peptide | O00255 | AID 1768 | actives 0.23% (n = 270,000) | Menin + Texas Red MLL mutant peptide, fluorescence polarization | Potency, µM (highest dose often 61.6 µM), for inactives: at the highest dose FP activity change, negative = inhibition, most hits filed as inhibitors; active means well fitted inhibition curve with a large enough effect in the polarisation, with a control signal flat, not every such curve was filed as active; inconclusive means small, poorly fitted or top-dose-only effect, or effect the other way, or a change in a side signal; inactive means no such curve, though single readings can be large or run the other way; the % refers to the polarisation; further: potency means the concentration at half of the fitted maximal effect; % of control where 0% means no effect; many of its hits are not listed in these tables
# Eya2 inh = Eya2 (human) phosphatase inhibition; actives 0.006% (n = 330,000); Potency, µM (titrated, usually from 76.9 µM), for the others: at the top dose activity, negative = inhibition, hits mostly inhibitors; O00167; AID 488837; recombinant Eya2, OMFP fluorescence dephosphorylation (OMFP is methylfluorescein phosphate); further: potency means the concentration at half of the fitted maximal effect; on the % scale 0 is the no-effect control and ±100 the full control effect
#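 Eya2 protein (added as 0.2 uM solution) was preincubated with compound for 10 min at ambient temperature in 50 mM HEPES pH 7.5, 50 mM NaCl, 5 uM MgCl2, 0.05% BSA, 1 mM DTT. OMFP (added at 50 uM) then reacted 10 min; fluorescence read at 485/525 nm.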
# TSHR antag = antagonists of human thyroid stimulating hormone receptor | P16473 | TSHR-expressing cells, TSH-stimulated cAMP HTRF, 2 h; active compounds read low | activity change, negative = inhibition, % at 11.5 µM | actives 0.2% (n = 330,000);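 active means activity change below a set negative limit, meaning inhibition stronger than a set level, cut at about -70% in these data; inconclusive means activity change between two set negative limits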; further: on the % scale 0 is the no-effect control and ±100 the full control effect
#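 Competitive HTRF cAMP read-out (cryptate anti-cAMP antibody, cAMP-d2; 30 min, room temperature) in freshly harvested TSHR cells. Compounds added before TSH at EC80 (4nM final), followed by 2 hours' incubation at 37 deg C.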
# GALK inhibitor = galactokinase (human) inhibition; P51570; Purified GALK, Kinase-Glo residual ATP luminescence; Potency, µM (highest dose often 57.5 µM), for the others: at the top dose activity change, negative = inhibition, hits mostly inhibitors; actives 0.007% (n = 270,000); further: potency means the concentration at half of the fitted maximal effect; on the % scale 0 is the no-effect control and ±100 the full control effect
#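 ATP-depletion format; final 35 uM ATP, 100 uM D-galactose, 5 nM enzyme; pH 8.0 HEPES/Mg2+ buffer; 60 min RT; luminescence read 10 min after detection reagent.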
# MBNL1 CUG block = blocks human MBNL1 binding to CUG repeat RNA. Q9NR56. TR-FRET MBNL1-His/biotin-(CUG)12 binding, 665/545 ratio. Potency, µM (highest dose often 57.5 µM), inactives show top-dose activity change, negative = inhibition, actives largely listed as inhibitors. actives 0.036% (n = 280,000); active means well fitted inhibition curve with a large enough effect in the signal ratio, with a control signal flat, not every such curve was filed as active; inconclusive means small, poorly fitted or top-dose-only effect, or effect the other way, or a change in a side signal; inactive means no such curve, though single readings can be large or run the other way; the % refers to the signal ratio; further: potency means the concentration at half of the fitted maximal effect; on the % scale 0 is the no-effect control and ±100 the full control effect
#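 TR-FRET readout: Ex 340 nm, 665/545 nm emission ratio, normalized to buffer-only (basal) and MBNL1-(CUG)12 controls. Complex of MBNL1-His with Biotin-(CUG)12, compounds 92 nM–58 uM, incubated 60 min at room temperature.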
# * = called active by the depositor; i = inactive; u = inconclusive; x = not tested or not shown; [ ] = dose if it differs, or a comment. Unless noted, the call rests on the fitted dose curve; in most records, active means well fitted curve in the direction sought with a large enough effect; inconclusive means small, poorly fitted or top-dose-only effect, or another doubt; inactive means no such curve, though single readings can be large; an effect the other way counts as inactive or inconclusive.
SMILES,Mito fusion yeast,USP2a inh,PKM2 act,KCNH2 WT inh,Chronic BCR inh,S-ASM inh,Menin-MLL TR inh,Eya2 inh,TSHR antag,GALK inhibitor,MBNL1 CUG block
CSc1ncccc1C(=O)N1CCN(S(=O)(=O)c2ccc(F)cc2)CC1,8.0%,2.8%,x,-4.4,0.8%,3.2%,-3.2%,-19.3%,-1.1,x,2.3%
CSc1nc(O)c(Cc2ccccc2)c(=O)[nH]1,0.0%,-0.8%,0.1%,13.7,u,-0.5%,-14.6%,1.1%,13.5,-1.6%,-11.7%
O=C(CCNC(=O)c1ccc(Br)cc1)NCCCc1ccccc1,-1.9%,0.0%,x,-4.0,0.7%,1.1%,x,13.6%,0.9,x,x
Cc1nc(SCC(=O)c2cc3ccccc3oc2=O)c(C#N)c(-c2ccccc2)c1C(=O)Nc1ccccc1,0.2%,1.8%,1.4%,7.6,13.8%,107.0%[activator],u,-5.5%,-9.1,0.1%,7.0%
Cc1ccc(C(=O)OC(C)C(=O)NC2CCCCC2C)s1 (stereo not drawn),6.2%,2.2%,x,1.0,1.0%,-0.7%,x,0.0%,-10.1,x,x
Cc1cccc(C)c1NC(=O)c1cn(-c2ccccc2)nc1-c1ccccc1,-1.4%,3.8%,-2.5%,-6.1,u,-0.4%,-4.1%,-0.8%,9.3,2.8%,-2.7%
CCc1ccc(NC(=O)[C@H](Cc2c[nH]c3ccccc23)NC(=O)[C@@H]2Cc3ccccc3CN2)cc1,-6.4%,2.4%,2.1%,-20.5,u,13.9%,13.0%,-17.1%,5.5,x,8.2%
CCCCNC(=O)Cn1c(=O)c2c(ncn2CC)n(Cc2ccccc2)c1=O,-8.1%,1.3%,x,1.4,7.6%,-0.9%,9.9%,-8.2%,-2.3,0.7%,-3.7%
CCOC(=O)CN1C(=O)COc2ccc(C(C)(C)C)cc21,3.8%,0.2%,-6.4%,3.9,2.5%,8.7%,-17.4%,1.8%,-11.7,0.3%,-1.6%
CN(C)CCCNC(=S)N(CCCO)Cc1cc2cc3c(cc2[nH]c1=O)OCO3,1.4%,-0.7%,-4.7%,-4.2,4.5%,29.8%,13.7%,2.4%,3.3,4.5%,42.0%[activator]
O=C(O)c1cccc(NC(=S)N/N=C/c2ccccn2)c1,9.2%,-0.6%,-1.0%,4.7,u,7.7%,-0.8%,6.9%,-5.3,0.6%,19.1%
CCc1ccc(CN(C)C(=O)c2ccc3c(=O)n4c(nc3c2)CCC4)cc1,3.8%,-0.9%,6.6%,13.7,7.1%,0.0%,x,3.1%,-0.8,-4.9%,-2.8%
COC(C[C@H]1O[C@H]1[C@@H](O)[C@@H](C)OCc1ccccc1)OC,-1.3%,-3.8%,-2.4%,-2.4,0.0%,6.4%,x,8.1%,-3.0,-1.2%,-3.6%
O=c1[nH]c2cc([N+](=O)[O-])c(NCCO)c([N+](=O)[O-])c2[nH]1,0.6%,4.0%,4.4%,1.3,u,-1.3%,u,-22.9%,-9.9,13.8%,u
C/C(=N\NC(=O)c1nn(C)c(C)c1Br)c1ccc(NC(=O)c2ccc(C)s2)cc1,-2.7%,1.0%,-2.3%,i,-9.9%,17.4%,13.1%,2.6%,6.9,4.0%,3.1%
COC(=O)c1c(NC(=O)Cc2cccs2)sc(C)c1C,4.8%,1.1%,-1.9%,-13.1,5.9%,-11.7%,-9.1%,-14.9%,-9.9,0.3%,-5.3%
CS(=O)(=O)c1ccc(Cl)c(NC(=O)COC(=O)c2cccc(C#N)c2)c1,-3.2%,2.1%,-12.9%,1.3,-4.7%,0.5%,-0.1%,-11.2%,24.8,1.2%,0.7%
CC1=C(C(=O)OC2CCCCC2)C(c2cccc([N+](=O)[O-])c2)NC(=O)N1 (stereo not drawn),5.8%,1.9%,x,-1.0,u,-5.4%,-14.2%,-8.5%,6.2,2.5%,12.8%
CCCCCOC(=O)c1ccc(OC(=O)c2cncc(Br)c2)cc1,1.2%,0.7%,0.6%,-1.1,u,-1.3%,-9.6%,-3.1%,2.4,x,15.3%
Cc1ccsc1C(=O)OCC(=O)c1cc(C)n(C)c1C,x,6.9%,x,-2.0,u,-3.5%,x,6.1%,x,x,x
Cc1sc(NC(=O)CSC2=NCCS2)nc1-c1ccccc1,5.6%,1.2%,-11.2%,-29.9,u,-0.1%,-4.8%,-28.8%,-17.1,0.7%,-5.1%
COc1ccc(-n2nnnc2SCC(=O)NCCc2ccccc2)cc1OC,0.7%,0.3%,-1.4%,12.0,-6.4%,4.5%,-5.5%,-2.0%,-10.8,-2.0%,-2.5%
Cc1nc(N2CCN(c3ccccc3)CC2)nc2c1C(=O)CC(C)C2 (stereo not drawn),2.4%,1.6%,-2.0%,-9.1,u,-4.0%,-1.3%,-3.6%,9.1,2.6%,0.8%
O=C(CSc1ccc2nnc(-c3ccccn3)n2n1)Nc1ccccc1C(F)(F)F,0.7%,1.9%,-5.0%,3.1,4.0%,4.0%,1.9%,-4.6%,13.0,-1.6%,9.5%
CCN(C(=O)CSc1nc2ccc(C)cc2[nH]1)C1CCS(=O)(=O)C1 (stereo not drawn),x,-6.6%,x,3.8,-0.1%,-0.5%,x,0.3%,7.2,x,x
C=CCOC(=O)C1=C(C)Nc2ncnn2C1c1cc(Br)ccc1F (stereo not drawn),4.0%,-2.0%,-2.3%,-8.8,u,144.9%[activator],11.4%,-8.5%,-11.2,-0.5%,-10.4%
O=C(O)CCC(=O)NN1C(=O)c2ccccc2NC1c1ccco1 (stereo not drawn),0.6%,1.3%,1.3%,-2.2,-23.6%,108.1%[activator],x,-28.7%,3.5,1.4%,-2.4%
C#CCn1c(C)cc(C)c(S(=O)(=O)c2ccccc2)c1=O,1.3%,4.7%,-4.7%,1.2,2.3%,-3.3%,-21.6%,-2.0%,-5.1,7.2%,-2.3%
CCOC(=O)N1CCN(S(=O)(=O)N2CCCC(C(=O)NCCc3ccc(Cl)cc3)C2)CC1 (stereo not drawn),0.9%,1.0%,4.2%,17.0,-6.9%,-0.5%,2.2%,-4.5%,3.8,3.3%,-0.1%
N#CC1=C(N)C(C#N)(C#N)[C@H](c2c(F)cccc2F)[C@H]2CC3(CC=C12)OCCO3,-18.5%,u,-9.1%,6.3,-3.6%,8.0%,-1.1%,u,20.3,-0.1%,u
CC1=C(C(=O)OCC2CCCO2)C(c2ccc(O)cc2)NC(=O)N1 (stereo not drawn),-4.2%,-1.1%,1.4%,-8.9,-0.2%,5.9%,-2.1%,-3.3%,0.4,6.7%,-0.9%
CC1=C(C(=O)Nc2cccnc2)C(c2ccc(C(C)C)cc2)n2ncnc2N1 (stereo not drawn),-1.6%,0.9%,4.6%,0.0,-0.2%,30.8%,18.2%,-10.3%,-2.4,1.0%,-14.3%
N#CCC(=O)Nc1ccc(C(=O)OCC(=O)NCCCc2ccccc2)cc1,-4.0%,2.8%,x,-1.2,u,-2.2%,38.9%[activator],2.8%,2.2,-0.7%,-6.4%
Cc1cccc(C)c1NC(=O)C(c1ccc([N+](=O)[O-])cc1)N1CCCCC1 (stereo not drawn),2.7%,1.3%,-1.9%,0.9,-9.6%,3.3%,10.1%,-21.3%,9.8,-1.8%,-2.9%

# Not all compounds are listed; count on the stated rates, not on these rows.
